Arrestin-AP2 inh = inhibitors of human beta-arrestin and AP2 interaction; FITC-arrestin peptide / GST-AP2 beads, flow cytometry; AP2 beta2 appendage carries R879A mutation; inhibition, % at 10 µM; actives 0.31% (n = 340,000); AID 504490;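 active = inhibition above a set limit, near 3 SD of compounds lacking own fluorescence, cut at about 54% in these data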;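 note: plate controls were DMSO wells for no effect and 5 µM unlabelled arrestin peptide for full effect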
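Assay system: GST-AP2 R879A bound to glutathione beads, E. coli-expressed; Medium: PBS with 0.05% Tween 20 and 0.1% BSA; Also added: fluorescein-tagged arrestin peptide at 50 nM final; Timing: 12 min plus 1 h, RT; Measured by: flow cytometry, FL1 (488/535 nm); Evaluation: percent drop in bead-associated FITC signal.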
PfHsp90 yeast 2 = inhibits growth of yeast expressing Plasmodium falciparum Hsp90; S. cerevisiae expressing PfHsp90, BacTiter-Glo ATP, 48 h; yeast lacking PDR1 and PDR3 efflux regulators; inhibition, % at 9.4 µM; actives 0.32% (n = 310,000); AID 504621;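 active = every replicate shows inhibition above about 80%, whatever the replicate mean, limit read from the data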;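 note: 0% = DMSO neutral controls and 100% = 20 µM radicicol positive controls; yeast relying on Plasmodium falciparum Hsp90 in place of its own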
Ecoli viability = counter-screen for AddAB inhibitors: E. coli growth inhibition; inhibition, % at 11.9 µM; actives 0.27% (n = 330,000); E. coli V3065 growth, OD600 absorbance, 18 h;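 active = inhibition above the campaign's mean inhibition across all tested compounds plus 3 SD, cut at about 9.9% in these data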;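 note: uninfected addAB+ strain grown without phage in ampicillin broth; 0% = DMSO wells and 100% = ciprofloxacin 0.95 µg/ml wells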
PKA-R1A activ = activates the PKA-R1A holoenzyme complex; actives 0.083% (n = 340,000); PKA-R1A dissociation, Cy5-IP20 fluorescence polarization; scaled: DMSO 0%, 113 µM cGMP 100%; P00514+P68181; activation, % at 11.4 µM; AID 504707;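 active = percent activation above the mean of all tested compounds plus 3 SD, cut at about 19% in these data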;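 note: higher means more PKAc released from R1A so a rise in polarization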
MOR-DOR inv ag = inverse agonist of human OPRM1-OPRD1 heterodimerization; cell-based MOR-DOR heterodimer luminescence, inverse agonism; inhibition, % at 9.3 µM; AID 504357; P35372+P41143; actives 0.21% (n = 340,000); in the data active = inhibition above about 22%, passing the limit was not always enough;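 note: 0% = cells with DMSO and 100% = wells without cells with DMSO; values of inactives mirror those of a sister screen read the other way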
Target sequence (P35372 whole entry, looked up): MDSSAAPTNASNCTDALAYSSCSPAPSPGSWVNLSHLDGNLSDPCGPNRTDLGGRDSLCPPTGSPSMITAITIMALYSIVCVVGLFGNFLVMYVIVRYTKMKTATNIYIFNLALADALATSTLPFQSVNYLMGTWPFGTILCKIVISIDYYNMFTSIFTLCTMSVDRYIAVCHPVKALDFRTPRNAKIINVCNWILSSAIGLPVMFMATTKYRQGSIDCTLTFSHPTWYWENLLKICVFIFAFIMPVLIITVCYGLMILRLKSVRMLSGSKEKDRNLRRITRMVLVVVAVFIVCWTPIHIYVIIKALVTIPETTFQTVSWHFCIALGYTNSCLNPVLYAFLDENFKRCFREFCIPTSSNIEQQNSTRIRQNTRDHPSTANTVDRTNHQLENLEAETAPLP
Target sequence (P41143 whole entry, looked up): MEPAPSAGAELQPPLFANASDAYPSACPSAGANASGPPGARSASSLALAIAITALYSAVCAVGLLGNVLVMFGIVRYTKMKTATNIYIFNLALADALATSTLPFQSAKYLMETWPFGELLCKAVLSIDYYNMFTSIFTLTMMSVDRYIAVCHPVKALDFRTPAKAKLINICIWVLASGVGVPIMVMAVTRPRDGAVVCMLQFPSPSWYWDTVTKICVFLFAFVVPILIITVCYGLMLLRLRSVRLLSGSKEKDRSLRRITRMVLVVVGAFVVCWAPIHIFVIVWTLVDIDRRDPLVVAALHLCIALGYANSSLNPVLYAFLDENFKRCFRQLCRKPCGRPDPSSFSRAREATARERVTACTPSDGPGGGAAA
phage Ecoli inh = E. coli growth loss with phage present | growth absorbance | inhibition, % at 11.9 µM | actives 0.26% (n = 360,000) | AID 651602; in the data active = inhibition above about 11%
Tat export inh = inhibitors of E. coli Tat protein transport | E. coli MC4100 TorA-mCherry Tat export, fluorescence | inhibition, % at 10 µM | actives 0.036% (n = 340,000) | AID 488895;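 active = mean replicate inhibition at least 50% and at least half of replicates individually reaching 50%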;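 note: exported cargo escapes ClpAP degradation while cytoplasmic cargo is degraded and loses fluorescence; 0% = median of neutral control wells and 100% = median of NaSCN control wells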
AddAB inh = less growth of phage-infected E. coli with AddAB; E. coli expressing H. pylori AddAB, absorbance growth; inhibition, % at 11.9 µM; actives 0.29% (n = 330,000); AID 435030; in the data active = inhibition above about 12%;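 note: 0% = vehicle wells of infected cells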
Mot1-301 SUMO = inhibitors of SUMOylation pathway: yeast Mot1-301 growth rescue; S. cerevisiae Mot1-301 growth rescue, ATP luminescence, 38.5C; percent above DMSO median, 100 means doubled; growth rescue, % at 18.8 µM; actives 1% (n = 320,000); AID 2716;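 active = every valid replicate shows activation above 250% relative to neutral control wells; inactive = the rest, any valid replicate at or below 250%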;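 note: OY570 slx delta 5 strain wells were the positive control but not used for scaling; some compounds called inactive have numbers as strong as hits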
MOR-DOR ag = OPRM1-OPRD1 heterodimerization agonism; activation, % at 9.3 µM; actives 0.3% (n = 340,000); cells, luminescence; P35372+P41143; AID 504326; in the data active = activation above about 18%;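 note: 0% = vehicle-treated cells and 100% = reference agonist; values of inactives mirror those of a sister screen read the other way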
DSG3 Ab inh = inhibitors of pemphigus antibody binding to human desmoglein-3 | P32926 | binding (percent of control), % at 10 µM | DSG3-coupled beads, scFv-anti-DSG3-GFP binding, flow cytometry; active compounds read low | actives 0.48% (n = 310,000) | AID 588358;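 active = binding more than 3 SD below its plate's average and above zero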;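 note: hits lower antibody fragment binding to DSG3; some compounds called inactive have numbers as strong as hits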
* marks the source's active call; other numbers are inactive results; / = not tested or not shown; + = active, no number.

structure,MOR-DOR ag,Mot1-301 SUMO,PKA-R1A activ,AddAB inh,DSG3 Ab inh,PfHsp90 yeast 2,MOR-DOR inv ag,Ecoli viability,Tat export inh,Arrestin-AP2 inh,phage Ecoli inh
Brc1ccc(Cn2c(-c3cncs3)nc3ccccc32)cc1,2.3,24,-10,-0.3,98,-6,-10,1.2,4,5,0.7
CC1CC(C)CN(C(=O)c2cn(C)c3ccc(S(=O)(=O)N(C)C)cc3c2=O)C1 (stereo not drawn),-0.9,98,-5,5.7,104,20,4,-0.3,-3,3,2.7
Cc1cc2c(c(=O)o1)C(c1ccc([N+](=O)[O-])o1)C(C#N)=C(N)O2 (stereo not drawn),/,4,/,19*,88,-19,/,15*,3,30,6.7
CC(C)(C)C(=O)NC1(C(F)(F)F)NC(=O)N(c2ccc(F)cc2)C1=O (stereo not drawn),1.1,-4,-2,3.9,101,-19,-6,0.2,9,-7,1.6
CSc1nnc(-c2ccc(C(F)(F)F)cn2)o1,/,-1,/,-2.8,98,/,/,-4.5,/,-3,-0.5
Cc1c(CN(C)CCc2ccccc2)c(=O)n(-c2ccccc2)n1C,-1.8,-3,0,0.9,105,0,10,-1.6,-7,2,0.0
O=C(c1ccc(CS(=O)(=O)c2ccccc2)o1)N1CCN(c2ncccn2)CC1,-0.5,1,1,-3.2,103,7,3,0.9,-12,8,2.1
CCS(=O)(=O)c1ccc2oc(Nc3ccc(C(C)C)cc3)nc2c1,5.0,/,-2,1.3,107,-63,-28,1.1,2,5,3.2
C=CCc1ccc(OCCOCCNCCOC)c(OC)c1,-0.7,9,5,-0.8,114,-15,4,1.5,1,20,1.9
CC(C)c1ccc(NC(=S)NN2CCN(C)CC2)cc1,2.1,-3,5,0.9,107,-11,-12,-0.7,-1,-10,4.2
COCCn1c(C)cc(C(=O)COC(=O)c2ccc[nH]c2=O)c1C,-0.8,65,-12,3.2,102,11,4,0.8,-8,0,-0.7
COc1cccc(C(=O)Cn2c(=O)n(CCC(=O)NCC3CCCO3)c(=O)c3cc(OC)c(OC)cc32)c1 (stereo not drawn),-1.4,-3,3,-1.2,95,-7,7,0.6,5,-5,-1.6
O=C(NCc1ccc2c(c1)OCO2)c1ccc(CN2CCOCC2)cc1,-0.3,-2,-1,0.9,96,10,2,0.8,2,20,1.7
NC(=S)Nc1ccc(F)cc1F,-0.8,-1,1,3.3,/,8,4,2.0,2,44,1.3
O=C(COc1cnc2ccccc2n1)NCCC1=CCCCC1,-4.1,+,5,-1.1,/,0,21,-2.5,-6,14,1.3
Cc1cc(C)c2[nH]c(=O)c(C(c3nnnn3C(C)(C)C)N3CCN(C(=O)c4ccco4)CC3)cc2c1 (stereo not drawn),-0.4,49,-5,1.6,/,20,2,-1.1,-9,11,1.4
CCOC(=O)NNc1ccc2nonc2c1[N+](=O)[O-],/,13,/,1.4,98,-5,/,-0.6,-31,42,/
CC1CCCCN1C(=O)CCS(=O)(=O)c1cc2c(cc1Cl)NC(=O)CO2 (stereo not drawn),-1.5,24,-3,-0.8,97,18,9,-0.4,-5,-8,2.7
COc1ccc(CC(=O)NCC(c2ccc(OC)cc2)N(C)C)cc1 (stereo not drawn),31*,7,-13,1.3,98,1,-160,1.7,-3,-23,0.0
CCOC(=O)c1cnn2c(C(F)(F)F)cc(-c3ccco3)nc12,-2.0,-4,-14,2.2,104,1,12,-1.8,10,3,2.3
O=C(NC(Cc1ccccc1)C(=O)N1CCN(c2ccccc2O)CC1)c1ccccc1 (stereo not drawn),-1.6,/,4,/,93,22,9,/,-2,-6,3.0
Cc1cc(-c2ccc(C(=O)O)s2)cnc1N,-1.6,37,11,0.2,105,15,11,0.0,5,-7,4.6
CCOC(=O)N/N=C(\C)c1ccc(C)o1,-1.3,-15,-14,3.6,121,2,7,2.4,15,-13,1.2
CSCC[C@H](NC(=O)N1CCn2c1nc1ccccc12)C(=O)NCc1ccc2c(c1)OCO2,/,9,1,3.6,100,-2,/,2.2,-2,-4,1.3
CC(C)Cc1cc(C(=O)O)c2ccccc2n1,-1.6,-14,-10,1.2,96,/,9,-1.7,2,13,1.8
CCCn1c(SCC(=O)N2c3ccccc3CC2C)n[nH]c1=O (stereo not drawn),0.4,/,-5,/,98,/,-3,/,2,39,1.4
Cc1c(N(C)C(=O)COc2ccc3ccccc3c2)c(=O)n(-c2ccccc2)n1C,-2.4,42,-3,1.1,101,24,13,0.3,-6,24,2.0
Cc1ccccc1OCCNC(=S)Nc1ccccc1,0.8,836,-8,3.0,109,-14,-5,2.9,-5,7,1.6
O=C(Nc1ccc2c(c1)OCO2)C1CCCN1C(=O)Nc1cccc(F)c1 (stereo not drawn),-3.8,19,1,0.6,111,-3,19,-0.8,-4,2,1.5
O=S(=O)(CCc1ccncc1)Cc1ccc2c3c(cccc13)CC2,-1.1,50,-9,-2.6,113,-6,6,-2.0,14,13,2.4

Additional structures.
structure,MOR-DOR ag,Mot1-301 SUMO,PKA-R1A activ,AddAB inh,DSG3 Ab inh,PfHsp90 yeast 2,MOR-DOR inv ag,Ecoli viability,Tat export inh,Arrestin-AP2 inh,phage Ecoli inh
COc1ccc(C2C(C#N)=C(N)Oc3n[nH]c(C)c32)cc1Cn1cc([N+](=O)[O-])cn1 (stereo not drawn),-1.8,-8,-6,-0.3,115,-15,8,-0.5,-7,-4,0.0
CC(=O)Oc1cccc(C(=O)Nc2ccccc2NC(=O)c2cccc(OC(C)=O)c2)c1,-5.4,29,-21,2.0,92,-2,24,-1.9,-3,31,3.6
COCCCNC(=O)c1ccc2nc3ccccc3c(=O)n2c1,-0.1,-2,8,1.7,98,-3,1,-1.2,4,0,0.2
CCCSC1=NN2CCCC(=O)N=C2S1,-2.8,/,-5,-0.6,/,-3,13,1.1,-1,-12,1.8
C=CCOc1ccc(/C(CC)=N/O)cc1OC,-1.7,-3,2,-0.6,104,-1,10,-2.3,6,-5,0.6
COCC(=O)NNC(=O)Cc1ccc(Cl)cc1,-1.3,11,0,0.0,86,3,8,-2.0,3,-4,-0.9
O=C(COC(=O)c1cnccn1)Nc1c(Cl)cc(Cl)cc1Cl,-2.3,/,8,0.8,/,-13,9,1.1,-1,7,0.4
Cc1nn(-c2ccc(N3CCOCC3)nn2)c(C)c1CCC(=O)Nc1ccc(F)cc1,0.4,10,-2,3.4,96,13,-2,-1.0,0,4,0.9
Cc1ccc(C2(c3noc(CN(C)CC4CCCCO4)n3)CCCC2)cc1 (stereo not drawn),5.4,-7,0,0.6,88,-24,-28,2.3,3,34,2.3
O=C(Cn1ccc(C(F)(F)F)n1)NNC(=O)c1ccco1,-0.7,-4,3,1.5,102,/,3,-4.4,3,33,-1.1
O=C(CS(=O)(=O)Cc1ccccc1)NCc1ccc2c(c1)OCO2,-2.1,8,-2,2.3,/,16,13,0.5,-1,27,1.4
O=C(Nc1ccccc1)O/N=C/c1ccc(F)cc1,-0.7,31,-7,4.5,93,1,3,-0.9,-8,16,1.0
O=C(O)c1ccccc1C(=O)N1CCN(c2cccc(Cl)c2)CC1,-1.2,7,8,1.4,104,18,7,-0.9,-1,-6,4.8
Cc1ccc(N(CC(=O)N/N=C/c2ccco2)S(=O)(=O)c2ccccc2)cc1,-1.5,-9,2,1.7,108,7,8,1.9,5,2,1.3
CN1C(=O)N(c2ccc(Cl)cc2)C(C)(O)CC1(C)C (stereo not drawn),-0.5,-3,7,/,93,-9,2,/,-2,9,0.5
O=S(=O)(Nc1ccc(-c2csc(-c3ccccc3)n2)cc1)c1ccccc1,2.6,7,3,1.4,100,71,-13,1.9,8,-2,3.9
COc1ccc(-c2ccc(-c3noc(C4CCCCC4)n3)c(OC)n2)cc1,1.6,-7,-5,0.7,106,17,-8,2.3,4,-36,2.9
CN(C)/C(Cn1cncn1)=C1/N=C(c2c(F)cccc2F)OC1=O,-2.2,1,2,-0.3,90,44,11,1.2,-13,1,1.9
Cc1[nH]n(-c2ccccc2)c(=O)c1/C=N/NC(=O)c1ccccc1F,-2.4,1,-4,-8.5,108,-4,11,-11,1,12,-4.2
COc1cc(C(=O)OCC(=O)N2CCCC2=O)cc(OC)c1C,-0.6,25,8,-1.0,/,3,2,0.1,1,41,2.3
CC(=O)Nc1ccc(S(=O)(=O)Nc2ccc(-n3cnnn3)cc2)cc1,-0.8,-4,-5,2.8,98,/,3,0.7,-3,4,3.4
C=CCn1c(=O)c2c(nc3n2CC(C)CN3c2cccc(OC)c2)n(C)c1=O (stereo not drawn),-6.0,3,-2,0.4,101,-4,36*,0.8,5,-13,0.8
Cc1ccc(S(=O)(=O)N2CCSC2C(=O)O)cc1 (stereo not drawn),-3.5,24,-11,-0.5,94,-4,15,-2.7,-3,1,4.4
CCOc1ccc(NC(=O)COC(=O)c2cc(S(=O)(=O)N3CCCC3)ccc2C)cc1,-1.0,-2,5,-0.4,97,6,4,-1.8,4,-6,0.5

Screens (PubChem BioAssay)
